High-throughput results: PubChem BioAssay, National Center for Advancing Translational Sciences (NCATS)
LDHA inh: blocks human lactate dehydrogenase A. P00338. purified LDHA, NADH/diaphorase-resazurin fluorescence; active compounds read low. activity change, % (values are at about 110 or 230 µM). 0.15% of 480,000 active; in the data active = activity change below about -30%;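 note: plate controls were DMSO wells for no effect and wells without enzyme for full effect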
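Human LDH5 at 2 nM final in Tris HCl pH 7.4 with 0.06 mM NADH and 0.2 mM pyruvate, reacted 5 minutes at room temperature. Remaining NADH coupled via diaphorase/resazurin; resorufin fluorescence read at 0 and 20 minutes, normalized to enzyme-free and DMSO wells.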
Numbers without * were called inactive.

SMILES | LDHA inh
N#CC1=C(N)Oc2c(c(=O)[nH]c3ccccc23)C1c1cccc(Cl)c1Cl (configuration not stated) | -3
CN(C)S(=O)(=O)c1cccc(NC(=O)c2cccc(Oc3ccccc3)c2)c1 | -2
O=C(/C=C/c1c(-c2ccccc2)[nH]c2ccccc12)C(F)(F)F | 1
COc1ccc(-c2nc(C)c(CCNC(=O)C(=O)Nc3ccc(C)c(F)c3)s2)cc1OC | -3
CCc1ccc(/C=C2\Cc3ccccc3C2=O)cc1 | 2
NC(=S)N/N=C/c1ccccc1Cl | 2
COc1ccccc1C(=O)N1CCN(c2oc(-c3cccs3)nc2C#N)CC1 | 4
CC(=O)c1cccc(NC(=O)CN(CCc2ccccc2)S(=O)(=O)c2ccccc2)c1 | 4
Cc1ccc(Br)cc1S(=O)(=O)N(C)CCC#N | -9
CCCCOC(=O)c1ccc(NC(=O)COc2ccc3c(C)cc(=O)oc3c2)cc1 | 1
O=C(NCc1nc(-c2ccc(Cl)cc2)no1)Nc1cccc2ccccc12 | -1
CCCCCCn1nc(C(=O)OCC(=O)N(C)c2ccccc2)c2ccccc2c1=O | -15
Cc1c(NC(=O)CN(c2cccc(Cl)c2Cl)S(C)(=O)=O)c(=O)n(-c2ccccc2)n1C | 1
O/N=C/c1ccc(Cl)c(Cl)c1 | -2
COc1cccc(-c2n[nH]c(=O)c3c2C(c2ccc(C(C)(C)C)cc2)n2nnnc2N3)c1 (configuration not stated) | 2
COc1ccc(C2(CNC(=O)c3ccc(Cl)cc3Cl)CCOCC2)cc1 | 1
COC(=O)c1ccc(Cl)c(NC(=O)CN(c2ccccc2)S(=O)(=O)N(C)C)c1 | 2
CCCCN1C(=O)C(O)(CC(=O)c2c(C)cc(C)cc2C)c2ccccc21 (configuration not stated) | -2
CCOC(=O)c1oc2cc(OC(=O)c3ccc(OC)cc3)ccc2c(=O)c1-c1ccc(OC)cc1 | 3
Clc1ccccc1CN1CCN(c2ncnc3nc[nH]c23)CC1 | 1
Fc1ccc(/C=N/Nc2ccc3ccccc3c2)c(F)c1 | 24
Cc1cccc(N(C)C(=O)Cn2cc(C#N)c3ccccc32)c1 | 4
CCc1c(C(=O)NC2CCN(C)CC2)csc1C | 1
Cc1ccc(S(=O)(=O)c2nc(-c3ccccc3C)oc2N(C)C)cc1 | 10
Cc1cc2c(s1)c1cnn(Cc3ccc(C(=O)O)cc3)c(=O)c1n2C | 2

Given with each value named: part of the list above
> Cc1c(NC(=O)CN(c2cccc(Cl)c2Cl)S(C)(=O)=O)c(=O)n(-c2ccccc2)n1C
  LDHA inh: 1
> O/N=C/c1ccc(Cl)c(Cl)c1
  LDHA inh: -2
> COc1cccc(-c2n[nH]c(=O)c3c2C(c2ccc(C(C)(C)C)cc2)n2nnnc2N3)c1 (configuration not stated)
  LDHA inh: 2
> COc1ccc(C2(CNC(=O)c3ccc(Cl)cc3Cl)CCOCC2)cc1
  LDHA inh: 1

The list goes on:
SMILES | LDHA inh
O=c1oc2ccc(Cl)cc2cc1-c1nc(-c2ccc(F)cc2)no1 | 4
COC(=O)[C@H](Cc1ccccc1)NC(=O)Nc1ccc2oc(-c3cccnc3)nc2c1 | 10
CC(=O)c1cccc(NC(=O)CC2(C(=O)O)CCCCC2)c1 | -1
CC(=O)c1c(C)oc2ccc(NS(=O)(=O)c3ccc4ccccc4c3)cc12 | 1
CC(NCc1ccco1)c1ccccc1 (configuration not stated) | 11
CCOC(=O)c1ccc(Oc2nc(N3CCOCC3)nc(N3CCOCC3)n2)cc1 | 3
Cc1cccc(N2CCN(C(=O)COCc3cc(-c4ccc(F)cc4)on3)CC2)c1C | -3
N#Cc1ccc(C=Nc2ccc(OC(F)(F)C(F)F)c(N=Cc3ccc(C#N)cc3)c2)cc1 | 10
CCCCC1CCNC1 (configuration not stated) | -1
CC(C)C(=O)N(C)N(C)C(=O)C(C)C | -4
CCOC(=O)C(O)(c1ccc(N(CC)C(=O)Nc2ccc(Cl)cc2)cc1)C(F)(F)F (configuration not stated) | 0
O=C(NCc1ccc(Cn2cncn2)cc1)c1ccccc1F | 1
COc1cc(-c2nnc(COc3nncc4ccccc34)o2)cc(OC)c1OC | -2
O=C(O)/C=C/C(=O)c1ccccc1 | -7
CC(=O)N1CCC(C(=O)NCCc2ccccc2C(F)(F)F)CC1 | 1
CC(=O)c1c(C)[nH]c(C(=O)C(C)OC(=O)c2ccc(C)c(O)c2)c1C (configuration not stated) | 2
COc1ccc(-c2nc(C(=O)N3CCC(C)CC3)nn2-c2ccccc2Cl)cc1 | 3
Cc1c(Cl)cccc1S(=O)(=O)Nc1cccc(NC(N)=O)c1 | 1
O=C(NC1CCCc2ccccc21)C1(c2ccccc2)CC1 (configuration not stated) | -3
CC(NC(=O)c1cccnc1)c1ccc(C(F)(F)F)cc1 (configuration not stated) | -1
c1ccc(N2CCN(CCNCC3CNc4ccnn4C3)CC2)cc1 (configuration not stated) | 1
O=C(NC1CCN(Cc2ccccc2)CC1)c1cc2cc(Cl)ccc2[nH]1 | 2
O=C(O)C(c1c[nH]c2cc(OCc3ccccc3)ccc12)N1CCN(Cc2ccccc2)CC1 (configuration not stated) | -8
COc1ccc(CNC(=O)Cn2nc(C(=O)O)c3ccccc3c2=O)cc1 | 3
CCCn1c(Cn2nnc(-c3ccc(F)cc3)n2)nc2cc(S(=O)(=O)N3CCOCC3)ccc21 | 16
SMILES | LDHA inh
COc1cccc(/C=C/c2nc3ccccc3o2)c1OC(C)C | 4
COc1cc(-c2c(NC(=O)c3cccs3)oc3ccc(Cl)cc3c2=O)cc(OC)c1OC | -1
CC(C)CCC(=O)NCCCNC(=O)c1cccs1 | -7
Cc1c(C(=O)N2CCN(c3ccc(F)cc3)CC2)oc2c1C(=O)CC(C)(C)C2 | -9
Cc1ccc2c(CN3CCN(C)CC3)cc(=O)oc2c1C | -1
CCCn1c(N)c(N2CCOCC2)c(=O)n(CC(=O)NCc2ccc(F)cc2)c1=O | 2
Cc1cccc(C)c1NC(=O)COC(=O)CSc1ccc2ccccc2c1 | 7
CCN(Cc1ccccc1)C(=O)c1nn(-c2ccccc2)c(=O)c2ccccc12 | -3
Clc1ccc2c(N/N=C/c3ccccc3)ccnc2c1 | 0
CCCCNC(=O)c1cc2cccc(OC)c2oc1=O | 1
NC(=O)c1ccc(CSc2cccc[n+]2[O-])cc1 | 2
CCOC(=O)c1[nH]c2ccc(OC)cc2c1NC(=O)CCN1CCC(C(=O)OCC)CC1 | -6
COc1ccc(NC(=O)CC2SCCNC2=O)cc1 (configuration not stated) | 13
O=C(CC12CC3CC(CC(C3)C1)C2)Nc1ccc2oc(-c3cccnc3)nc2c1 | -6
Cc1ncn[nH]1 | 2
CNC(=O)CN(C)C(=O)c1ccc(N2CCNCC2)c(NS(=O)(=O)c2ccc(C(C)C)cc2)c1 | 1
COc1ccc(NC(=O)c2ccc3c(c2)NC(=O)CO3)cc1 | 6
Cc1ccc(-c2nn(CCC(=O)Nc3cccc4ccccc34)c(=O)c3ccccc23)cc1 | 8
COc1cc(/C=C(\C#N)c2ccccc2)c(Br)cc1OCc1ccccc1Cl | 15
O=C1CN(C(=O)Cn2c(=O)c3c(ncn3Cc3ccccc3)n(Cc3ccccc3)c2=O)CCN1 | -3
COc1ccc(C2(c3ccc(F)cc3)CCCCC2)cc1 | 0
CC1(C)CCCC(C)(C#CCN2CCN(c3ccccc3)CC2)O1 (configuration not stated) | -1
N#CC(C#N)=C(Nc1ccc(Oc2ccccc2)cc1)C(F)(F)C(F)(F)F | 2
Cc1cc(C)n(-c2nc3ccccc3nc2N2CCN(C(=O)c3ccccc3Br)CC2)n1 | 2
O=C(COCc1cc(-c2cccs2)on1)NCCN1CCCCCC1 | 0
SMILES | LDHA inh
CCCCc1c(C)[nH]c2c(C)cccc2c1=S | 7
Cc1nn(-c2ccccc2)cc1C(=O)N1CCC(C(C)C(=O)NCc2ccccc2)CC1 (configuration not stated) | 6
CN(C(=O)CCc1cccs1)C1CCCCC1 | -23
O=C(Nc1ccc(-c2nc3ccccc3o2)cc1)c1ccc(F)cc1 | 9
Cc1cccc(C(=O)Nc2ccc(OC(=O)c3ccc4c(c3)NC(=O)CCS4)cc2)c1 | 8
O=C(Nc1ccc2oc(-c3ccc(F)cc3)nc2c1)c1ccc2c(c1)OCCO2 | -4
CC(C)(CNC(=O)C1(c2ccccc2)CCC1)C(N)=O | -8
Cc1ccnc(NC(=S)N2CCN(c3ccc(C#N)cc3)CC2)c1 | -13
COc1cc(C)c(C)cc1S(=O)(=O)NCC(C)O (configuration not stated) | -13
COC(=O)c1c(NC(=O)c2c(-c3c(Cl)cccc3Cl)noc2C)sc(C)c1C | -5
CN(C)C(=O)CN1CCN(C(C(=O)O)c2c[nH]c3ccc(OCc4ccccc4)cc23)CC1 (configuration not stated) | -7
Cc1nn(CC(C)C)c2sc(C(=O)N3CCN(S(=O)(=O)c4ccc(F)c(Cl)c4)CC3)cc12 | 2
CCOc1ccc(CCNC(=O)CS(=O)(=O)Cc2nc(-c3ccccc3Cl)oc2C)cc1 | 2
CCOP(=O)(OCC)c1nc(-c2ccc(Cl)cc2)oc1NCc1cccnc1 | 1
COC(=O)c1ccc(CN(C)C(C)C(=O)NCc2cccs2)cc1 (configuration not stated) | -3
CCC1CCc2sc(C(=O)NCc3csc(-c4ccccc4)n3)cc2C1 (configuration not stated) | 4
COc1ccc(Nc2nc3ccccc3nc2NS(=O)(=O)c2ccc3c(c2)OCCO3)cc1Cl | -18
Cc1nc(-c2ccc(C)c(S(=O)(=O)N3CCCC(C(=O)NCc4ccc5c(c4)OCO5)C3)c2)no1 (configuration not stated) | 6
COC(=O)COC(=O)c1oc2ccc(OC)cc2c1C | 3
O=C(Cc1cccs1)N1CCN(c2ncnc3c2nnn3-c2ccccc2)CC1 | -3
Cc1ccc(/C=N/NC(=O)c2ccccc2)cc1 | 1
Cc1c(CC(=O)N2CCCC2)c(=O)oc2c(C)c(O)ccc12 | 5
Cc1ccc2c(CN(Cc3cccs3)C(C)C)cc(=O)oc2c1 | 1
COC(=O)c1cc(/C=C/C(=O)O)oc1C | 3
O=C(N1CCN(c2nc(-c3ccccc3)c3ccccc3n2)CC1)C(F)(F)F | 3
SMILES | LDHA inh
COc1ccccc1/C=C/c1nc(C#N)c(NCCCn2ccnc2)o1 | -11
O=C(CCc1ncc(-c2c(F)cccc2F)o1)NCc1ccc2c(c1)OCO2 | -5
Nc1nccnc1C(=O)NCc1cccnc1-n1cncn1 | -3
CCCCN(C)c1nnc(NC(=O)Nc2cc(Cl)c(OC)cc2OC)s1 | 2
CCSc1nc2ncn(CC(=O)Nc3cc(F)ccc3F)c(=O)c2s1 | 1
Cc1ccc(C(=O)OCC(=O)N2c3ccccc3NC(=O)C2(C)C)s1 | -6
Cc1ccc(CNC(=O)/C(C#N)=C/c2ccccc2OCc2cccc(C(F)(F)F)c2)cc1 | 20
Cc1nn(-c2ccccc2)c(C)c1CCC(=O)N1CCN(S(=O)(=O)c2ccc(Cl)cc2)CC1 | -3
Cc1cccn2cc(COc3ccc(C(=O)O)cc3)nc12 | 9
O=C(NNC(=S)Nc1ccc(F)cc1)c1ccccc1 | -1
O=C(c1ccco1)N1CCN(/C=C/C(=O)C(F)(F)F)CC1 | 7
CSc1ccccc1NC(=O)/C(=C/c1ccco1)c1ccccc1 | -4
O=C(CCC1CCCC1)NCc1ccc(OCc2cccnc2)cc1 | 5
O=C(COC(=O)COc1cccc(Br)c1)Nc1ccccc1OC(F)F | 3
N#Cc1c(N)n[nH]c1CCCNc1nc(-c2ccccc2)nc2ccccc12 | 3
Cc1ccc(NC(=O)c2nc3ccccc3nc2N2CCN(C)CC2)cc1C | 3
CCOc1cc2c(cc1CNC(=O)c1cc(S(=O)(=O)NC3CC3)c(Cl)cc1Cl)OC(C)C2 (configuration not stated) | 2
O=C(/C=C/c1ccc(Cl)cc1Cl)c1ccc(OC(F)F)cc1 | -1
CCn1c(SCC(=O)Nc2cccc(C(=O)O)c2)nnc1-c1cc2ccccc2o1 | 0
O=C(Cn1c(-c2cscn2)nc2ccccc21)Nc1ccc(N2CCCC2=O)cc1 | 1
O=C(CSc1nnc(-c2ccncc2)n1-c1ccc(F)cc1)NCc1ccc2c(c1)OCO2 | 4
O=S(=O)(CCN1CCCCC1)c1ccccc1 | 0
CCOc1ccc(C2C(C(=O)c3sc(C)nc3C)=C(O)C(=O)N2CCN2CCOCC2)cc1 (configuration not stated) | 9
O=C(COc1ccc2c(=O)c(-c3ccc(Cl)cc3)coc2c1)N[C@H](CO)c1ccccc1 | -1
Cn1c(=O)[nH]c(=O)c2c1nc(N1CCN(c3cccc(Cl)c3)CC1)n2Cc1ccccc1 | 1
O=C(NC1CCC(C(F)(F)F)CC1)c1ccc(Cl)nc1 (configuration not stated) | 11

Of the compounds above, 13 have an NH in an aromatic ring.
SMILES | LDHA inh
N#CC1=C(N)Oc2c(c(=O)[nH]c3ccccc23)C1c1cccc(Cl)c1Cl (configuration not stated) | -3
O=C(/C=C/c1c(-c2ccccc2)[nH]c2ccccc12)C(F)(F)F | 1
COc1cccc(-c2n[nH]c(=O)c3c2C(c2ccc(C(C)(C)C)cc2)n2nnnc2N3)c1 (configuration not stated) | 2
Clc1ccccc1CN1CCN(c2ncnc3nc[nH]c23)CC1 | 1
CC(=O)c1c(C)[nH]c(C(=O)C(C)OC(=O)c2ccc(C)c(O)c2)c1C (configuration not stated) | 2
O=C(NC1CCN(Cc2ccccc2)CC1)c1cc2cc(Cl)ccc2[nH]1 | 2
O=C(O)C(c1c[nH]c2cc(OCc3ccccc3)ccc12)N1CCN(Cc2ccccc2)CC1 (configuration not stated) | -8
CCOC(=O)c1[nH]c2ccc(OC)cc2c1NC(=O)CCN1CCC(C(=O)OCC)CC1 | -6
Cc1ncn[nH]1 | 2
CCCCc1c(C)[nH]c2c(C)cccc2c1=S | 7
CN(C)C(=O)CN1CCN(C(C(=O)O)c2c[nH]c3ccc(OCc4ccccc4)cc23)CC1 (configuration not stated) | -7
N#Cc1c(N)n[nH]c1CCCNc1nc(-c2ccccc2)nc2ccccc12 | 3
Cn1c(=O)[nH]c(=O)c2c1nc(N1CCN(c3cccc(Cl)c3)CC1)n2Cc1ccccc1 | 1

These rows are one share of the data; rates above refer to the full screens.
